# High-throughput results from PubChem.
# mcGAS inh: inhibitors of mouse cGAS | recombinant cGAS, Kinase-Glo ATP depletion luminescence | AID 1259399 | inhibition, % at 12.5 µM | 160,000 tested, 0.15% active;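 further: 0% = negative control wells and 100% = reference inhibitor with no enzyme activity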
# NPYLR7 ag: mosquito NPYLR7 agonism; activation, % at 10 µM; HEK293T NPYLR7/Galpha15, GCaMP6s calcium fluorescence; 270,000 tested, 0.15% active; in the data active means activation above about 40%;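 further: 0% = vehicle and 100% = reference agonist at the receptor; some compounds past the cut are filed as inactive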
# hcGAS lum: human cGAS inhibition; Q8N884; recombinant h-cGAS, ATP depletion, Kinase-Glo luminescence; inhibition, % at 12.5 µM; 290,000 tested, 0.081% active;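 further: 0% = vehicle reaction and 100% = reaction without DNA for no activity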
# Target sequence (Q8N884 whole entry, looked up): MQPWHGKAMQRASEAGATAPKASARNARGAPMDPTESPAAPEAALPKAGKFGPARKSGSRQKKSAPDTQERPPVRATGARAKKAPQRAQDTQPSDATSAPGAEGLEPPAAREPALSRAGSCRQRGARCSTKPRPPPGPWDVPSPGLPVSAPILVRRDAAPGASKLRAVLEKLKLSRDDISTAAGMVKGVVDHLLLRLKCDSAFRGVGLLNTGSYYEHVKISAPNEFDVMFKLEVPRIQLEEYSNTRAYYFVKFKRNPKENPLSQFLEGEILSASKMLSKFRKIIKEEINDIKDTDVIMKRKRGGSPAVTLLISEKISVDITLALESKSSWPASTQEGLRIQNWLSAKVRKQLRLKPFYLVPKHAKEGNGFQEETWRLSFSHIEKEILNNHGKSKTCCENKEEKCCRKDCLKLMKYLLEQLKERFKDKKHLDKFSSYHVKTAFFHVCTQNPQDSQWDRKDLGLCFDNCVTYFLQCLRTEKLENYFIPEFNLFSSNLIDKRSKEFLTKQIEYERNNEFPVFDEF
# * hit, by the source's call; x = not tested or not shown; & = joins results of further samples. Unless noted, no stated cut-off is given here; in the data, active means inhibition above about 40%; inactive means the rest.
SMILES,mcGAS inh,NPYLR7 ag,hcGAS lum
C=Cc1ccc(CSc2nncn3c2cc2occc23)cc1,x,3.6,-3.7
C=C(C)Cn1c(N2CCCCC2C)nc2c1c(=O)[nH]c(=O)n2C (configuration not stated),x,2.6,-4.6
CCOc1ccccc1NC(=O)CC(=O)N(C)C1CCN(C)C1 (configuration not stated),x,2.7,-5.5
CC(Oc1cccc(Cl)c1)C(=O)Nc1n[nH]c(-c2ccccc2)n1 (configuration not stated),x,5.4,-7.3
O=C(CCn1c(=O)oc2ccccc21)OCC(=O)c1ccc(Br)cc1,x,-12.7,0.9
Cc1ccc(Nc2nc(-c3cc4c(ccc5ccccc54)oc3=O)cs2)cc1,17.8,5.1,-1.2
CC(C)c1csc(CN2CCCC(CNS(=O)(=O)Cc3ccccc3)C2)n1 (configuration not stated),-10.1,14.7,-5.6
O=C1C(Cl)=CC(=NS(=O)(=O)c2ccccc2)C(Cl)=C1Cl,59.3*,-7.3,58.6*
COc1ccc(-c2c(NC(=O)C3CCCCC3)oc3ccccc3c2=O)cc1,0.4,4.7,1.8
COc1ccc(NC(=O)N2CCN(c3nccs3)CC2)cc1Cl,-8.3,-0.4,-14.4
CC1C(=O)N(c2ccc(Cl)cc2)CCN1C(=O)c1cccs1 (configuration not stated),-6.5,-1.6,-4.1
COCCn1c(C)cc(C(=O)CSc2ncnc3sc(C)c(C)c23)c1C,-4.8,-7.0,-5.0
O=C(/C=C/c1ccc([N+](=O)[O-])cc1)Nc1nc(-c2ccccc2)cs1,-3.3,-6.2,-0.6
COc1ccc(NC(=O)C2CCCN2S(=O)(=O)c2ccc(Cl)s2)c([N+](=O)[O-])c1 (configuration not stated),-7.8,3.5,-6.2
O=C(COCc1ccccc1)N(CC(=O)N1CCc2sccc2C1c1ccc(Cl)cc1Cl)CC1CCCO1 (configuration not stated),-4.1,4.2,-1.2
CCC(C)N(Cc1c(-c2ccc(F)cc2)noc1N1CCOCC1)C(=O)c1ccc2c(c1)OCO2 (configuration not stated),-3.8,4.5,-1.0
O=C(Cc1ccc2c(c1)OCO2)NC1CCc2cc(Cl)ccc21 (configuration not stated),x,7.5,-10.7
Cc1cc(S(N)(=O)=O)cc(C)c1O,x,1.7,-3.2
CCN(C(=O)Cn1ccn2nc(-c3ccc(C)cc3)cc2c1=O)c1cccc(C)c1,-12.0,2.1,-6.8
OCc1ccnc(-c2cccc(C(F)(F)F)c2)c1,-15.2,1.8,-3.4
Cn1c(CNc2ccc(I)cc2)cc(=O)n(C)c1=O,x,14.5,-10.5
COCCNC(=O)C(C)N(c1cccc(C)c1)c1nc(-c2ccc(OC)cc2)cs1 (configuration not stated),-4.7,x,-4.3
Cc1[nH]c2ccc(CNC(=O)CC3CCS(=O)(=O)C3)cc2c1C (configuration not stated),x,-2.9,3.3
COc1c[nH]n(C(C)(C)C)c(=O)c1=O,-8.7,-10.3,-4.5
CCCN(Cc1ccncc1)C(=O)c1c[nH]c(=O)cn1,x,-1.6,0.2
SMILES,mcGAS inh,NPYLR7 ag,hcGAS lum
COc1cn(CC(=O)Nc2ccc(C)c(Cl)c2)c(CN2CCC(C)CC2)cc1=O,-8.4,0.7,-5.8
CCN(CC)c1ccc2c(-c3ccccc3C(=O)O)c3ccc(=[N+](CC)CC)cc-3oc2c1,-28.4,44.3*,-49.4
COC(=O)CN(C)C(=O)Cc1c(Cl)cccc1Cl,-17.0,14.6,-7.1
CCSc1nc(CC(=O)NCc2snnc2C(C)C)cs1,0.4,3.8,2.0
CCc1ccc(OCC(O)CSc2nncn2C)cc1 (configuration not stated),x,12.4,3.1
C=C(C)CNC(=O)c1cc(NC(C)=O)ccc1Cl,-15.1,7.0,-5.9
NCC1CCCCC1CC(=O)O (configuration not stated),x,3.1,-3.7
Cc1cc(C=C2C(=O)N(C)C(=O)N(C)C2=O)c(C)n1-c1cccc([N+](=O)[O-])c1,-4.2,3.2,-2.4
CC(C)CCc1nc(N2CCN(C(=O)c3ccc(C(F)(F)F)cc3)CC2)c2cnn(-c3cccc(Cl)c3)c2n1,-4.0,34.3,-3.9
CCCC1SCCN1C(=O)CCc1c(C)nc(SC)[nH]c1=O (configuration not stated),-1.9,-8.3,-0.9
CC(Sc1ccccc1)C(=O)NNC(=O)c1cccc(S(=O)(=O)N(C)C)c1 (configuration not stated),x,5.9,-2.2
O=C(CSc1nnc(CNC(=O)c2cccs2)n1-c1ccc(F)cc1)Nc1nccs1,-5.5,14.2,-5.5
Cc1cc(C(F)(F)F)nc(CNC(=O)c2ncccc2C)n1,x,11.2,-3.2
CC(c1cc2ccccc2o1)N(C)C(=O)c1ccc2c(c1)OCC(=O)N2 (configuration not stated),x,16.6,-1.4
FC(F)(F)CCCN1CCC(n2cc(C3CCCCC3)nn2)CC1,x,8.4,-7.3
Cc1cc(Oc2cccc(C#N)c2C#N)cc(Oc2cccc(C#N)c2C#N)c1,x,-14.6,-4.9
CCC(=O)Nc1nnc(CC(=O)N/N=C\c2ccncc2)s1,-6.5,5.3,-4.4
CC1CCCCN1CCCNC(=O)c1cc(-c2ccccc2F)nc2cc(-c3ccccc3)nn12 (configuration not stated),-4.9,17.2,-0.1
CCC(C)N(Cc1cc(Cl)ccc1OCc1nc(CO)cs1)C(=O)c1cccs1 (configuration not stated),-5.0,10.6,-6.1
CCOC(=NCCCc1ccccc1)NC(=O)c1ccc(OC)cc1,-1.1,-1.1,4.7
Cc1ccc(S(=O)(=O)N(C)C)cc1N=c1scc(-c2ccco2)n1C1CC1,x,-0.1,4.2
N#Cc1ccc(Cl)cc1N1CCCC(C2OCCO2)C1 (configuration not stated),x,12.6,-11.2
OC(c1ccccc1)c1ncc(-c2ccccc2F)[nH]1 (configuration not stated),x,-1.1,-5.2
CCN(CC)c1cc(-c2ccccc2)nc(SCc2ccc(C(=O)NCCc3ccccn3)o2)n1,-3.7,2.8,-8.3
O=c1c2sccc2n(Cc2cc(=O)n3cc(Cl)ccc3n2)c(=O)n1-c1cc(F)ccc1F,x,15.0,-11.5
SMILES,mcGAS inh,NPYLR7 ag,hcGAS lum
COc1cc(NC(=O)Cn2nc(C(F)(F)F)c(Cl)c2C)cc([N+](=O)[O-])c1,-4.0,-10.0,-0.7
Cn1ccc(C(=O)N=c2sc3cc4c(cc3n2C)OCCO4)n1,-9.8,6.3,-3.9
COc1ccc(-c2cc(C(=O)NCc3cccc(C(F)(F)F)c3)n(-c3ccc([N+](=O)[O-])cc3)n2)cc1,-6.1,13.0,-9.4
CC1(C)Cc2c(cnn2-c2ccccc2)C(NC2CCN(Cc3ccco3)CC2)C1 (configuration not stated),-9.4,17.1,-9.0
O=C(CCN1CCOCC1)N1N=C(c2ccccc2)CC1c1cccc([N+](=O)[O-])c1 (configuration not stated),-3.9,9.7,-8.4
CNC(=O)c1ccsc1NC(=O)c1ccn(C)n1,-4.9,x,-5.2
O=C(Nc1ccccc1)Nc1cccc(-c2cn3cccnc3n2)c1,x,8.1,-4.3
CCOC(=O)C1CCN(C(=O)c2cccc(CSc3nc(C(C)C)cc(N4CCOCC4)n3)c2)CC1,-5.5,6.7,-7.4
N#Cc1ccc(C2CC(c3ccc(F)cc3)=Nc3nc(C(F)(F)F)nn32)cc1 (configuration not stated),x,7.4,5.4
CCC(C)CN(CC(=O)N1CCc2sccc2C1COc1ccc(C)cc1C)C(=O)Nc1cccc(Cl)c1 (configuration not stated),-2.3,-1.6,-1.7
COc1cc(Cl)cc(CN2CCN(c3ncnc(C)c3C)CC2)c1OC,x,-1.7,-0.4
CCc1cc(N2CCN(Cc3ccccc3)CC2)nc(SCc2ccc(C(=O)O)o2)n1,-4.9,14.3,-2.7
CC(C)CN(Cc1ccsc1)S(=O)(=O)NCc1ccccc1,-12.2,x,-6.1
Cc1cc2c([nH]c3ccccc32)c(C)n1,x,7.6,-5.5
CCOC(=O)c1ccc(NC(=S)N2CC(=O)N3CCc4cc(OC)c(OC)cc4C3C2)cc1 (configuration not stated),-7.3,36.5,-10.2
COc1ccc(OCCSC2=Nc3ccccc3C3CC=NN23)cc1 (configuration not stated),-8.9,-0.8,-8.7
O=C(NN=Cc1ccc(O)cc1)c1cc(-c2cccc3ccccc23)n[nH]1,-5.6,1.4,-3.9
CC(NC(=O)c1ccc(Cl)o1)c1ccc(C(F)(F)F)cc1 (configuration not stated),x,7.3,-12.7
COc1cc(C=NNC(=O)COc2ccc3ccccc3c2)ccc1O,x,3.2,-6.6
CN(CCC1CCOC1=O)Cc1ccccc1Cl (configuration not stated),x,-3.5,-4.7
CCOc1ccc(-c2nc(Cn3nnc(C(=O)Nc4ccccc4C)c3C)c(C)o2)cc1,-8.2,6.3,-6.7
C=CCN(CC(=O)N1CCc2sccc2C1COc1ccc(Cl)c(C)c1)C(=O)c1ccccc1F (configuration not stated),-5.6,-0.9,-5.2
Cc1nccc(CNC(=O)NC(C)CCc2cccn2C)n1 (configuration not stated),x,6.4,-8.0
CCCCN(C)S(=O)(=O)c1ccc(NC(=O)c2ccc(OC)nc2)cc1,x,1.7,-5.1
Cc1ccc(-c2nnn(CC(=O)NC3CCCCC3C)n2)cc1 (configuration not stated),-1.8,-0.6,-0.9

# Whole records, looked up by structure. Order of screens: mcGAS inh, NPYLR7 ag, hcGAS lum
# Entry for COc1cc(Cl)cc(CN2CCN(c3ncnc(C)c3C)CC2)c1OC = x, -1.7, -0.4
# Entry for CCc1cc(N2CCN(Cc3ccccc3)CC2)nc(SCc2ccc(C(=O)O)o2)n1 = -4.9, 14.3, -2.7
# Entry for COc1cc(NC(=O)Cn2nc(C(F)(F)F)c(Cl)c2C)cc([N+](=O)[O-])c1 = -4.0, -10.0, -0.7
# Entry for CCOc1ccc(-c2nc(Cn3nnc(C(=O)Nc4ccccc4C)c3C)c(C)o2)cc1 = -8.2, 6.3, -6.7
# Entry for O=C(Nc1ccccc1)Nc1cccc(-c2cn3cccnc3n2)c1 = x, 8.1, -4.3

# The list goes on.
SMILES,mcGAS inh,NPYLR7 ag,hcGAS lum
CNS(=O)(=O)c1cc(C(=O)N2CC(C)CCCC2C)n(C)c1 (configuration not stated),-8.6,-0.7&6.1,-6.3&-10.3
COc1cccc(CCNC(=O)C2CC23CCN(C(=O)C2(c4ccccc4)CCCCC2)CC3)c1 (configuration not stated),-9.7,1.6,-5.6
CCCCCCCC1C2=C(CCCC2=O)OC(=N)C1C#N (configuration not stated),-0.5,6.6,3.7
OC(COCc1ccccc1)CN(Cc1ccc2c(c1)OCO2)Cc1cccs1 (configuration not stated),-3.7,7.3,-6.0
Cc1ccc(N2C(=O)CC(NCCc3ccccn3)C2=O)cc1 (configuration not stated),-6.2,-3.1,-8.6
O=S(=O)(c1c(Cl)cccc1Cl)N1CCN(Cc2nc3ccccc3s2)CC1,-8.6,13.1,-5.3
C=CCn1c(SCC(=O)c2ccc(CCNC(C)=O)cc2)nc2ccccc2c1=O,x,-4.0,-2.8
COC(C(=O)Nc1ccnn1C1CCN(C(=O)c2cc(C(C)C)no2)CC1)c1ccccc1 (configuration not stated),0.0,-4.7,0.0
CC(C)c1cc(Oc2cccc(F)c2)nc(SCc2cccc(C(F)(F)F)c2)n1,-5.9,24.6,-8.6
CCCCOc1ccc(C(=O)Nc2cccc(C3SCC(=O)N3c3cccc(OC)c3)c2)cc1 (configuration not stated),-5.0,9.5,-4.0
CCCOC1CCCN(C(=O)c2oc3c(F)cccc3c2C)C1 (configuration not stated),x,4.8,-9.6
COCC(=O)NC[C@H]1CCN(C2CCSCC2)C[C@H]1N(C)C,-4.7,x,-8.2
C=CCN(Cc1nccn1Cc1ccc(Cl)cc1Cl)C(=O)NC(C)C,-1.9,8.6,-2.2
c1nc(NCC2CNCCOC2)c2ccsc2n1 (configuration not stated),x,-4.5,-1.6
N#CC1C(=N)Oc2cc(N)ccc2C1c1ccc(Br)cc1 (configuration not stated),-3.3,39.7,-7.2
Cc1cc(=O)n(CC(=O)N2[C@@H]3CC[C@H]2CN(C)C(=O)C3)c2ccccc12,-10.8,-2.7,-4.8
Cc1ccc2nc(COC(=O)C=Cc3cccs3)cc(=O)n2c1,-6.3,1.9,-4.4
CC(C)(C)N(CC#CCC1(O)c2ccccc2-c2ccccc21)CCO,-3.3,3.4,-7.9
Cc1c(C(=O)NCc2ccccc2)sc(=O)n1Cc1ccc(S(=O)(=O)N(C)C)cc1,x,8.3,-7.9
CC(C)CN(CC(=O)Nc1nc(CC(=O)O)cs1)C(=O)c1ccc(F)cc1,-6.8,-4.2,-7.2
Cc1nn(C)c(C)c1CCC(=O)N(C)Cc1cc(C(C)(C)C)n[nH]1,-19.9,0.6,-4.6
Cc1ccc2oc(CN3CCN(c4cc(N)nc(N)n4)CC3)c(C)c2c1,-10.7,20.5,-7.9
CCc1c(C(=O)N2CCC3(CC2)CNC(=O)C3)[nH]c2ccccc12,x,3.0,-7.2
CC(Oc1ccc(Cl)cc1Cl)c1nc(-c2ccncc2)no1 (configuration not stated),x,-1.8,-5.2
CCCCOc1ccc(-c2cc(C(=O)N/N=C\c3cccnc3)[nH]n2)cc1,-7.8,3.7,-7.4
Cc1ccc(C(=O)Nc2ncn[nH]2)cc1C,x,-3.0,-7.7
O=C(O)c1cc(S(=O)(=O)Nc2cccc(-n3cccc3)c2)ccc1F,x,0.9,-1.9
CCCc1noc(-c2cccc([N+](=O)[O-])c2)n1,x,-7.9,-6.4
Cc1ccsc1C(=O)NC(C(=O)O)c1c(C)n[nH]c1C (configuration not stated),-12.0,6.9,-5.5

# Four entries from above, field by field.
SMILES: O=C(Cc1ccc2c(c1)OCO2)NC1CCc2cc(Cl)ccc21 (configuration not stated)
- mcGAS inh: x
- NPYLR7 ag: 7.5
- hcGAS lum: -10.7

SMILES: CCN(CC)c1ccc2c(-c3ccccc3C(=O)O)c3ccc(=[N+](CC)CC)cc-3oc2c1
- mcGAS inh: -28.4
- NPYLR7 ag: 44.3*
- hcGAS lum: -49.4

SMILES: CC(C)CN(Cc1ccsc1)S(=O)(=O)NCc1ccccc1
- mcGAS inh: -12.2
- NPYLR7 ag: x
- hcGAS lum: -6.1

SMILES: COCCn1c(C)cc(C(=O)CSc2ncnc3sc(C)c(C)c23)c1C
- mcGAS inh: -4.8
- NPYLR7 ag: -7.0
- hcGAS lum: -5.0
